Compound activity from PubChem BioAssay.
hgDAF12 agonist: H. glycines DAF-12 receptor agonists, primary screen, cell-based, luminescence, HEK293, GAL4 fusion, UAS-luciferase | HEK293 GAL4-hgDAF12 UAS-luciferase reporter, agonist luminescence; normalized to butyrate control | activation, % at 6.8 µM | actives 1.8% (n = 370,000) | AID 687014, 2013;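 active means activation above a cutoff set at the mean of all screened compounds plus 3 SD, cut at about 10% in these data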;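 further: 0% = DMSO wells and 100% = sodium butyrate wells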
ADAM17 inh: ADAM17 inhibitors, primary screen, biochemical, QFRET | Disintegrin and metalloproteinase domain-containing protein 17 (Homo sapiens), P78536 | recombinant ADAM17, EDANS/DABCYL FRET peptide cleavage | inhibition, % at 6.95 µM | actives 0.83% (n = 370,000) | AID 720648, 2013;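 active means inhibition above the mean of compounds lying between control limits plus 3 SD, set per campaign, cut at about 8.5% in these data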;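 further: 0% = DMSO-only wells as the low control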
Target sequence (P78536 215-824 limits assumed): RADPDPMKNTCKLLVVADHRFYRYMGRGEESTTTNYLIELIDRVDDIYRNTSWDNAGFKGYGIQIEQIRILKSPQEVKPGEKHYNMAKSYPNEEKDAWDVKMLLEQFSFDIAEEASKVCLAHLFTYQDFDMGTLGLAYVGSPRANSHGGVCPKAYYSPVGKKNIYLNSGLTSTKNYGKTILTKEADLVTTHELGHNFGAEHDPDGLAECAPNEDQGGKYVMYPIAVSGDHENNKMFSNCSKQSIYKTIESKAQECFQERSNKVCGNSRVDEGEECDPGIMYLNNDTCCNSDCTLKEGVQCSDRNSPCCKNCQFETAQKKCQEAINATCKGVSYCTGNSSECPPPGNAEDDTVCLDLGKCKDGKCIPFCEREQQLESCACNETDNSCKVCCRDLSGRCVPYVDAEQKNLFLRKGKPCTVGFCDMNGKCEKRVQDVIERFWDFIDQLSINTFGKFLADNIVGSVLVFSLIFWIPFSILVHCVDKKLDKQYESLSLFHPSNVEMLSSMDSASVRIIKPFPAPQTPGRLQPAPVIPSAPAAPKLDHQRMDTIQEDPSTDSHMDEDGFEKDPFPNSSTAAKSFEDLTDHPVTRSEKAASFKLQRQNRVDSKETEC
ADAM10 inh: human ADAM10 inhibitors, primary screen, biochemical, QFRET, HTS; recombinant ADAM10, EDANS/DABCYL FRET peptide cleavage, 3 h; inhibition, % at 7 µM; actives 0.62% (n = 370,000); AID 720582, 2013;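 active means inhibition above a per-campaign cutoff equal to the mean of compounds falling between control-based bounds plus 3 SD, cut at about 20% in these data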;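 further: 0% = DMSO wells while the 100% control is not disclosed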
GC-A act: GC-A stimulated cGMP production enhancers – HEK293 GC-A cells, cGMP TR-FRET, EC30 ANP, primary screen. activation, % at 10 µM. AID 1671463, 2021. 0% at EC30 ANP, 100% saturating ANP. actives 0.14% (n = 370,000); in the data active means activation above about 40%
SMARCA2 activ: SMARCA2 (BRM) function activators, primary screen, cell-based, luminescence, high throughput; MG213 cells, MMTV-luciferase reporter, dexamethasone, overnight; activation, % at 9.1 µM; actives 1% (n = 370,000); AID 652017, 2013; in the data active means activation above about 7.8%;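 further: 0% = vehicle wells and 100% = reference activator wells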
hcDAF12 agonist: H. contortus DAF-12 nuclear receptor activators, primary screen, cell-based, luminescence, HEK293, lit1-tk-luc reporter; actives 1.4% (n = 370,000); HEK293 hcDAF-12 lit1-tk-luc reporter; 0% DMSO, 100% Δ7-dafachronic acid; activation, % at 6.8 µM;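 active means activation above the mean of all tested compounds plus 3 SD, cut at about 5.5% in these data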;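 further: 100% = response to 3 µM Δ7-dafachronic acid high control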
DAX1 inh-1: DAX1 (NR0B1) inhibitors on StAR promoter, primary screen, cell-based, luminescence, SF-1 (NR5A1), full-length DAX-1; HEK293T StAR-luciferase reporter, SF-1/DAX-1 repression relief; inhibition, % at 6.8 µM; actives 1.1% (n = 370,000); AID 652010, 2013;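 active means inhibition above the mean over all tested compounds plus 3 SD, cut at about 3.6% in these data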;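 further: 0% = DAX-1 cells with DMSO and 100% = cells lacking DAX-1 with DMSO; higher inhibition means more luminescence from relief of DAX-1 repression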
FXN GAA850 act: FXN promoter activators, primary screen, cell-based, luciferase luminescence, HEK293 lucGAA850 | activation, % at 6 µM | actives 0.56% (n = 360,000) | HEK293 lucGAA850 FXN promoter luciferase reporter, 24 h; percent of 10 µM SAHA response;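 active means activation above the average of all compounds screened plus 3 SD, cutoff fixed separately per campaign, cut at about 7.5% in these data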;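 further: 0% = DMSO wells and 100% = 10 µM SAHA wells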
DAX1 inh-2: DAX1 (NR0B1) inhibitors, primary screen, cell-based, HEK293, Gal4-DAX1, luciferase luminescence. Nuclear receptor subfamily 0 group B member 1 (Homo sapiens), P51843. HEK293 Gal4-DAX1 luciferase reporter. inhibition, % at 6.75 µM. actives 0.99% (n = 340,000). AID 504766, 2011;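 active means inhibition above the mean over all tested compounds plus 3 SD, cut at about 4.2% in these data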;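 further: 0% = DAX1-transfected cells with DMSO and 100% = empty-vector control cells with DMSO; inhibition shows as a rise in luminescence from relieved DAX1 repression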
Target sequence (P51843 207-470 limits assumed): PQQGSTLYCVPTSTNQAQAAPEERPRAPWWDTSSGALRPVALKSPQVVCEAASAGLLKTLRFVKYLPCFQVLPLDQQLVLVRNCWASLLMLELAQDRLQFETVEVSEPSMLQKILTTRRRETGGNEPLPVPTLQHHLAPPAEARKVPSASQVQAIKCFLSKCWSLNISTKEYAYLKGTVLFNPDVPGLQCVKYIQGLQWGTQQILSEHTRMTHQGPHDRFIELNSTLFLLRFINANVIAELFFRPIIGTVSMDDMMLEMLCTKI
ssDAF12 agonist: S. stercoralis DAF-12 nuclear receptor activators, primary screen, cell-based, luminescence, HEK293, GRIP1 co-expression, lit1-tk-luc | HEK293 ssDAF-12/GRIP1 lit1-tk-luc reporter; % of 3 µM dafachronic acid response | activation, % at 6.8 µM | actives 1% (n = 370,000) | AID 652126, 2013;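 active means activation above the mean over all tested compounds plus 3 SD, cut at about 0.9% in these data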;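 further: 0% = DMSO-only wells and 100% = 3 µM delta7-dafachronic acid wells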
PG9 binder: binders of HIV-1 gp120 antibody PG9, primary screen, biochemical, TR-FRET. TR-FRET gp120-PG9 antibody binding. inhibition, % at 6.7 µM. actives 0.43% (n = 360,000); in the data active means inhibition above about 8.5%
The depositor's hits bear a star; i = inactive; x = not tested or not shown.

SMILES	hgDAF12 agonist	ADAM17 inh	ADAM10 inh	GC-A act	SMARCA2 activ	hcDAF12 agonist	DAX1 inh-1	FXN GAA850 act	DAX1 inh-2	ssDAF12 agonist	PG9 binder
O=C(Nc1ccc(NC(=O)c2cccs2)cc1)c1ccc(Br)o1	-2.2	-3	-7	-1	2	-1.4	-1.7	1.1	-1.2	-1.5	-1.8
O=c1oc2ccccc2cc1-c1nc2c(s1)CCCC2	12*	-342	i	8	6	10*	5.0*	-0.4	0.2	0.8	2.3
O=C(CN1C(=O)NC2(CCCC2)C1=O)Nc1ccc(F)c([N+](=O)[O-])c1	-0.1	-1	5	3	3	-1.5	-0.7	-0.3	-0.3	-1.2	-3.4
CCCc1cc(=O)[nH]c(SCC(=O)N2c3ccccc3CC2C)n1 (centres undefined)	-3.5	-4	-6	-4	-2	-1.3	-0.2	0.0	-0.5	-1.2	-1.0
CNS(=O)(=O)c1cnccc1N1CCN(c2cccc(Cl)c2)CC1	-0.4	5	3	-4	-1	-0.7	-0.9	-1.6	-0.1	-1.6	-1.8
CC(=O)C1=NOC2C(=O)N(c3ccc(Cl)cc3)C(=O)C12 (centres undefined)	3.7	-2	2	2	-1	-1.5	0.5	0.3	1.4	-1.0	0.9
CCC(C)(C)NC(=O)/C=C/c1cccs1	5.0	-4	-10	5	-1	-1.1	0.5	4.0	0.4	-0.8	-1.0
Cc1cccc(-n2c(-c3csc(C)c3)n[nH]c2=S)c1	-1.2	4	9	2	4	-1.7	-1.4	0.8	-1.1	-0.1	-1.5
Cc1[nH]c2ccc(S(N)(=O)=O)cc2c1C	-2.8	2	9	-2	-2	-1.7	-0.6	-0.6	-0.8	-1.0	-1.2
Cc1noc(C)c1NC(=O)N(C)C[C@H]1Oc2c(NC(=O)C3CC3)cccc2C(=O)N([C@H](C)CO)C[C@@H]1C	-0.4	-3	1	0	0	-1.2	-0.2	2.3	0.9	-0.8	1.0
CCOC1=C2CN(S(=O)(=O)c3ccc(C)cc3)C(c3cccc(Cl)c3)CC2N(S(=O)(=O)c2ccc(C)cc2)C(c2ccncc2)C1 (centres undefined)	1.6	-3	-3	-16	-2	0.2	1.6	x	x	-0.4	-3.0
COc1ccc(OC)c(CCNC(=O)c2nn(C)c3c2CS(=O)(=O)c2ccccc2-3)c1	-3.4	-4	-1	1	0	-2.2	-0.5	1.1	-0.6	-1.6	-1.5
CCOc1ccc(C(=O)NCC(=O)OCC(=O)c2ccc3c(c2)-c2ccccc2C3)cc1	-2.8	-2	-7	-2	-3	-0.7	-1.2	-0.2	-1.4	-2.0	1.1
COc1cc(C(=O)NCC(c2ccc(F)cc2)N2CCOCC2)ccc1OCc1ccccc1Cl (centres undefined)	-3.0	2	0	8	-3	-1.3	-0.9	-0.2	0.8	-1.6	-1.2
COc1ccc(-c2cc(C(=O)N3CCCCCC3)no2)cc1OC	10*	-1	-4	5	1	0.8	0.4	5.5	1.0	-0.5	-1.5
CCn1ncc(Br)c1C(=O)Nc1ccc(-c2ccno2)cc1	-0.1	-2	13	-2	-1	-1.0	0.3	3.4	0.0	-1.6	-1.8
O=C1c2ccccc2C(c2nnnn2Cc2ccccc2)N1C1CC1 (centres undefined)	4.2	-6	-14	-3	1	-0.6	2.6	x	x	-1.1	2.4
Cc1nnsc1Sc1ccccc1	1.6	-2	-3	2	0	-0.3	-0.4	0.5	0.2	-0.6	-1.6
CC1CCc2cccc3c2N1c1cc(C#N)c(C#N)cc1O3 (centres undefined)	2.2	0	-6	9	-1	-1.2	-0.4	5.0	-0.2	-1.2	0.4
O=c1c(C(c2ccc(O)cc2)c2c(O)nc3n(c2=O)CCCS3)c(O)nc2n1CCCS2	-1.8	0	5	-2	0	-1.5	-0.1	0.3	-0.3	-1.2	0.1
O=C(O)CSc1cn(Cc2ccccc2)c2ccccc12	3.5	-5	1	1	-1	4.2	-0.3	-1.4	-1.2	0.0	-0.5
Cc1ccc(O)c(NC(=O)CCC2CCCCC2)c1	4.7	-3	-2	6	7	-0.5	1.4	8.3*	0.6	-0.2	-1.7
Cc1c(C(=O)N2CCN(Cc3ccc4c(c3)OCO4)CC2)cccc1[N+](=O)[O-]	-2.8	-1	6	3	-1	-2.7	-0.4	2.7	-1.4	-1.3	-1.6
COc1ccc(/C=C/C(=O)O)cc1S(=O)(=O)NCc1ccco1	-1.1	-6	-2	1	-2	-1.2	0.1	-0.5	2.0	-1.1	-1.2
O=C(/C=C/c1cccc(Cl)c1)OCc1cn2cc(Cl)ccc2n1	0.8	-2	-3	-3	0	-1.5	0.1	1.2	0.2	-1.4	-2.4
CC[C@@]1(O)C(=O)OCc2c1cc1n(c2=O)Cc2cc3c(CN(C)C)c(O)ccc3nc2-1	-11	-135	-494	53*	-13	-3.8	-7.1	-13	-2.5	-1.8	12*
O=C(c1cc(COc2c(F)cccc2F)on1)N1CCCCCC1	6.5	-3	0	0	7.9*	1.1	4.8*	6.2	0.1	-0.5	-1.5
CCC(c1nnnn1CC1CCCO1)N(CCN1CCOCC1)Cc1cc2cc(C)ccc2[nH]c1=O (centres undefined)	1.4	-17	-32	-5	-1	-0.9	0.2	1.2	0.8	-1.0	-0.1
N#Cc1cc2c(nc1SCC(=O)NCc1ccc3c(c1)OCO3)CCCCC2	-0.6	-5	5	-6	2	-1.8	1.0	0.9	0.1	-0.9	14*
COC(=O)c1sccc1NC(=O)COc1ccc(Cl)cc1Cl	-1.3	-2	5	-5	7	0.0	0.5	4.6	0.5	-0.7	-1.0
COCC(=O)N1CCC(Oc2ccc(C(=O)N3CCCCCC3)cc2)CC1	0.8	-2	-7	2	1	-1.5	0.1	2.1	-0.6	-0.4	-2.5
O=C(Nc1cccc(O)c1)C(Cc1ccccc1)N1C(=O)c2cccc3cccc(c23)C1=O (centres undefined)	3.1	2	3	-7	-3	4.2	-0.9	1.3	-0.8	-0.7	-1.6
CC(C)CNC(=O)c1ccccc1NC(=O)Nc1ccccc1	-0.9	-8	-8	-1	-2	-1.2	-0.6	0.7	-1.9	-0.3	0.1
COc1cccc(C(=O)OCC(=O)NCCNC(=O)COC(=O)c2cccc(OC)c2OC)c1OC	-0.1	-2	-14	1	-1	-0.1	0.2	-0.1	1.0	-0.7	-0.2
CC(C)c1csc2nc3n(c(=O)c12)CCCCC3	3.2	-6	-5	-10	-4	-1.4	0.1	2.8	0.5	-1.5	0.0
Cc1ccc(NC(=O)CCN2CCC(C(N)=O)CC2)cc1	-0.1	0	-5	-6	-2	-0.9	-0.3	2.2	-1.0	-1.5	0.1
COc1ccc(C2=NS(=O)(=O)N(C)C(C(=O)NCc3ccccc3)=C2)cc1OC	-0.5	2	3	2	0	-1.0	-2.5	-0.1	0.2	-1.7	0.3
O=S1(=O)c2ccccc2C(O)(c2ccccc2)c2ccccc21	-3.4	-1	-4	-5	0	-0.6	-1.4	-0.6	1.0	-0.7	1.9
CCOc1cc(/C=N/n2c(C)nc3ccccc3c2=O)ccc1O	-0.3	0	13	1	-1	-1.4	-0.4	2.0	0.1	-0.7	-1.3
Cc1ccc(OCC(=O)Nc2ccc(S(=O)(=O)N3CCOCC3)cc2)c(Br)c1	-0.8	-4	-5	-2	0	-1.6	-0.3	-0.7	-0.3	-1.4	2.3
CCCCNC(=O)[C@]1(C)CCC[C@@]2(C)C3CC[C@@]4(C)C[C@]3(CCC21)CC4=O (some centres undefined)	-0.5	-4	-8	-2	1	-1.7	-0.6	-1.1	2.0	-1.3	1.2
N#CC1C(=O)Nc2cccnc21 (centres undefined)	-4.0	-369	i	-4	-3	1.9	-3.0	-0.3	0.9	-0.7	-2.9
CC1CCCC(NC(=O)/C=C/c2c(F)cccc2Cl)C1C (centres undefined)	8.5	-5	1	3	1	1.7	0.3	3.4	1.8	-0.6	-0.1
C/C(=N\NC(=O)c1cccnc1)c1cc(C)oc1C	-0.4	2	-12	-3	0	-2.4	0.6	-0.1	1.5	-1.1	-0.6
Cc1ccc(C(=O)OCC(=O)NC2CCCCCCC2)cc1C	-0.7	2	-10	-1	-1	0.0	1.3	0.0	1.8	-1.5	0.1
CC(=O)N1C(=O)C2(C(C#N)=C(N)Oc3n[nH]c(-c4ccccn4)c32)c2ccccc21 (centres undefined)	0.1	0	6	-6	-2	-0.7	-1.1	-1.6	0.4	-0.9	1.2
COc1ccc2c(c1)[C@@]1(OCCC=C[C@H]1C)C(=O)N2CC1CC1	-2.0	-1	1	-2	-3	0.4	-0.4	x	x	-1.1	0.3
Cc1cccc(C(=O)OCC(=O)c2c(N)n(CC(C)C)c(=O)n(C)c2=O)c1O	0.9	0	-2	-3	-5	-2.6	-4.2	0.3	0.1	-0.9	0.9
O=C(COc1ccc(Cl)cc1)Nc1c(-c2cccs2)nc2ccccn12	-0.7	-37	-115	2	0	-1.0	-0.1	-1.7	1.0	-1.8	-2.9
CCCCn1nnnc1C(c1cc2ccccc2o1)N(C)Cc1ccccc1 (centres undefined)	0.6	2	3	-4	-2	-2.3	-0.4	x	x	-1.1	1.6
CCn1c(CCC(=O)Nc2nc3c(s2)CCCC3)nc2cc(S(=O)(=O)N(C)C)ccc21	-3.4	-7	0	-3	-2	-2.4	-1.2	-0.2	-1.4	-0.1	2.6
CCc1ccc(S(=O)(=O)NCc2cccs2)cc1	0.3	0	-8	2	-1	-1.8	-1.2	-1.6	-0.3	-0.8	-2.4
O=S(=O)(c1ccc2nc(N3CCN(c4ccc(F)cc4)CC3)ccc2c1)N1CCCCC1	1.6	2	-2	5	-2	-0.9	-0.3	0.5	0.4	-0.9	-0.6

Retrieved by structure from the list above, 4 records:
SMILES	hgDAF12 agonist	ADAM17 inh	ADAM10 inh	GC-A act	SMARCA2 activ	hcDAF12 agonist	DAX1 inh-1	FXN GAA850 act	DAX1 inh-2	ssDAF12 agonist	PG9 binder
CC(=O)C1=NOC2C(=O)N(c3ccc(Cl)cc3)C(=O)C12 (centres undefined)	3.7	-2	2	2	-1	-1.5	0.5	0.3	1.4	-1.0	0.9
CCn1c(CCC(=O)Nc2nc3c(s2)CCCC3)nc2cc(S(=O)(=O)N(C)C)ccc21	-3.4	-7	0	-3	-2	-2.4	-1.2	-0.2	-1.4	-0.1	2.6
COc1cccc(C(=O)OCC(=O)NCCNC(=O)COC(=O)c2cccc(OC)c2OC)c1OC	-0.1	-2	-14	1	-1	-0.1	0.2	-0.1	1.0	-0.7	-0.2
O=C(/C=C/c1cccc(Cl)c1)OCc1cn2cc(Cl)ccc2n1	0.8	-2	-3	-3	0	-1.5	0.1	1.2	0.2	-1.4	-2.4
